FBPA Giardia inh: inhibitors of Giardia lamblia fructose-1,6-bisphosphate aldolase. A8B2U2. purified Giardia FBPA. Potency, µM (top dose mostly 59.6 µM), for inactives: at the top dose activity, negative = inhibition, usual class: inhibitors. hit rate 0.71% among 290,000. AID 2451; also: potency is read from the fitted curve at half-maximal effect; nearly all actives have a fitted effect of over 55% in size
Target sequence (A8B2U2 whole entry, looked up): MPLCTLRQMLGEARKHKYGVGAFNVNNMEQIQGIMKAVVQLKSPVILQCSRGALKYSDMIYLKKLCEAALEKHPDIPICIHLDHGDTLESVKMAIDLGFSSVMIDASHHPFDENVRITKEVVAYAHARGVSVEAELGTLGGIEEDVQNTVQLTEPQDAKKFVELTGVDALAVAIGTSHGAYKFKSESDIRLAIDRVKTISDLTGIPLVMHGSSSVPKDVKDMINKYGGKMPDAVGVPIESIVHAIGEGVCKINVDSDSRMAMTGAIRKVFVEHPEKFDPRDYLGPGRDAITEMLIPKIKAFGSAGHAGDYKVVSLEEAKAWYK
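Giardia FBPA (40 nM reagent) was preincubated 10 min at RT with compound (up to 57.5 uM final), then substrate plus GAPDH/TPI/NAD/arsenate coupling system with diaphorase/resazurin was added; resorufin fluorescence (525/598 nm) was read after 20 min.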
Sm TGR block: S. mansoni TGR enzyme inhibition; Potency, µM (top dose mostly 114 µM), without a hit: at the highest dose activity change, negative = inhibition, hits mostly inhibitors; purified TGR, DTNB reduction, TNB absorbance 405 nm; Q962Y6; AID 485364; hit rate 3% among 360,000; also: potency is read from the fitted curve at half-maximal effect; nearly all actives have a fitted effect of over 60% in size
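TGR 20 nM + NADPH 100 uM (dispensed conc.), cpd preinc 15 min RT; start with NADPH (500 uM addition) then DTNB (15 mM addition). Kinetic TNB absorbance, 405 nm filter. Four-parameter Hill fit across titration.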
AmpC detergent: AmpC beta-lactamase inhibition with detergent present | P00811 | hit rate 0.041% among 370,000 | Potency, µM (doses to about 114 µM), for inactives: at the top dose activity change, negative = inhibition, actives largely listed as inhibitors | AmpC hydrolysis of nitrocefin, absorbance 480 nm, 0.01% Triton;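 also: potency is read from the fitted curve at half-maximal effect; 0% = no-compound wells and -100% = no-enzyme wells; nearly all actives have a fitted effect of over 25% in size; some results filed as inactive show a strong effect at the top dose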
Target sequence (P00811 whole entry, looked up): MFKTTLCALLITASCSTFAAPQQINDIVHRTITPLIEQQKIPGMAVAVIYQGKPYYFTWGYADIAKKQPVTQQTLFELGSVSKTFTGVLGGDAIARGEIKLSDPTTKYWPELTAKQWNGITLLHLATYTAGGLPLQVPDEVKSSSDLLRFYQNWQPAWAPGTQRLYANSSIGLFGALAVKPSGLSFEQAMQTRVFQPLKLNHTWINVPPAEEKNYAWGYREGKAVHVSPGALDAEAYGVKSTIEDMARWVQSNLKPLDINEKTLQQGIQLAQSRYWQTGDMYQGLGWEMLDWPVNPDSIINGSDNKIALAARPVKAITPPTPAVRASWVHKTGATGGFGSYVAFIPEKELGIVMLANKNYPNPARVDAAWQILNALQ
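20 mM phosphate pH 7.0 + 0.01% (detergent screen) or 0.0001% Triton X-100; 5.3 nM AmpC reagent; cpd preinc 15 min RT; nitrocefin (800 uM stock) to start; A480 q20 s × 4 min; Activity was normalised to no-enzyme and no-compound control wells.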
AmpC inh no detg: blocks E. coli AmpC beta-lactamase in detergent-free assay. hit rate 0.52% among 330,000. P00811. AmpC nitrocefin hydrolysis, absorbance 480 nm, 0.0001% Triton. Potency, µM (series often up to 57.1 µM), for the others: top-dose activity change, negative = inhibition, usual class: inhibitors. AID 485341;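 also: potency is read from the fitted curve at half-maximal effect; plate controls were no compound for no effect and no enzyme for full effect; nearly all actives have a fitted effect of over 20% in size; some results filed as inactive show a strong effect at the top dose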
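20 mM phosphate pH 7.0 + 0.01% (detergent screen) or 0.0001% Triton X-100; 5.3 nM AmpC reagent; cpd preinc 15 min RT; nitrocefin (800 uM stock) to start; A480 q20 s × 4 min; Activity was normalised to no-enzyme and no-compound control wells.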
HCV inhibitor: inhibitors of hepatitis C virus infection | Huh7.5.1 HCVcc-Cre infection, luciferase reporter, 44 h | Potency, µM (series often up to 41.8 µM), without a hit: at the top dose activity change, negative = inhibition, actives largely listed as inhibitors | hit rate 3.4% among 340,000 | AID 651820; also: potency is read from the fitted curve at half-maximal effect
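HCVcc-Cre virus at an moi near 0.5 was added right after compound to cells cultured 4 h from seeding (1,000 cells/well). Luciferase activity was determined 44 h later, 15 min after substrate addition at RT.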
HCMV inh: inhibitors of human cytomegalovirus; HFF cells, HCMV-luciferase reporter, 72 h; active compounds read low; AID 1259415; activity change, negative = inhibition, % at 57.5 µM; hit rate 4.5% among 410,000; in the data active = activity change below about -60%; inconclusive = no clear call, values can overlap the other calls; inactive = above about -39%
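Cell-based, HFFs, 1000 cells/well, 16 h 37C; cpds in DMSO + HCMV-luc, MOI 1 PFU/cell; 72 h 37C; OneGlo luminescence after 5 min RT; norm. to buffer vs Salinomycin 10uM.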
An asterisk follows results filed as active; ? = inconclusive; / = not tested or not shown; & = joins results of further samples; [ ] = dose if it differs, or a comment. Unless noted, calls follow the shape of the dose curve; as a rule, active = well fitted curve in the direction sought with a large enough effect; inconclusive = small, poorly fitted or top-dose-only effect, or another doubt; inactive = no such curve, though single readings can be large; an effect the other way counts as inactive or inconclusive. Unless noted, % is scaled to controls: 0 for no effect and ±100 for the full control effect. Hits appear at their usual frequency. Share with any hit: about 9.9%.

SMILES	FBPA Giardia inh	Sm TGR block	AmpC detergent	AmpC inh no detg	HCV inhibitor	HCMV inh
COc1ccc(C2NC(=O)CCC2[N+](=O)[O-])cc1OC (stereo unspecified)	-2.2%	-4.4%	2.9%	-8.9%	12.2%	-23.3
Cc1cc(N2C(=O)C3CCC(c4ccccc4)CC3C2=O)no1 (stereo unspecified)	4.3%	5.7%	?	-8.7%[2.29 µM]	11.7%	-25.1
CN1CCN(C(=O)C(Cc2ccccc2)NS(=O)(=O)c2ccc3c(c2)CCC(=O)N3)CC1 (stereo unspecified)	5.5%	-16.6%	-8.8%	-7.2%	4.9%	41.3
Cc1cc(NC(=O)CN2C(=O)NC(C)(CCc3ccccc3)C2=O)no1 (stereo unspecified)	1.9%	0.2%	-3.3%	-16.3%	10.8%	-23.3
C#CCOCCOCCOCCNc1nc(N2CCN(C(=O)[C@H]([C@@H](C)O)n3cc(CCCCN)nn3)CC2)nc(N2CCN(C(=O)[C@H](CCCCN)n3cc(CCCC)nn3)CC2)n1	/	-12.2%	1.7%	222.2%[activator]	-6.1%	-2.6
O=C(O)c1ccc(S(=O)(=O)NCC2CCCCC2)cc1	5.9%	0.4%	-9.4%	-10.4%	10.2%	-12.2
CCN(CC)S(=O)(=O)c1ccc(N2CCOCC2)c(C(=O)O)c1	0.1%	-0.2%	3.1%	-13.3%	9.0%	58.2
Nc1nonc1-c1nc2ccccc2n1Cc1c(Cl)cccc1Cl	/	-17.7%	5.0%	/	/	28.7
CCN(CC1CCCN(CCc2cccc(F)c2)C1)C(=O)c1ccc(CSC)o1 (stereo unspecified)	-2.4%	-15.8%	?	42.2%	-5.7%	-18.8
Cc1c(CN2CCc3c([nH]c4ccccc34)C2CC(C)C)cnn1C (stereo unspecified)	-1.6%	-21.4%	3.2%	3.0%	7.8%	-5.3
CCN(CC)C(=O)CC(c1cc(OC)c(OC)c(OC)c1)c1c(OC)cc(OC)c2c(-c3ccccc3)cc(=O)oc12 (stereo unspecified)	-12.3%&-6.3%	-18.5%	-1.2%	209.7%[activator]	?	?
COc1cccc(-c2cc(C(=O)Nc3ccc(C)cc3)[nH]n2)c1	/	3.8%	-2.7%	/	/	11.2
C/C(=N\NC(=O)CNC(=O)c1ccc2c(c1)OCO2)c1ccco1	-0.7%	1.5%	2.0%	-19.9%	12.0%	-5.8
O=C(OCC1O[C@@H](OC(=O)c2cc(O)c(O)c(O)c2)[C@@H](OC(=O)c2cc(O)c(O)c(O)c2)[C@@H](OC(=O)c2cc(O)c(O)c(O)c2)[C@@H]1OC(=O)c1cc(O)c(O)c(O)c1)c1cc(O)c(O)c(O)c1 (stereo partly specified)	?	-17.5%	-6.0%	1µM*	-10.6%[8.37 µM]	/
Cc1cc(C)n(C(=O)CNc2ccc(C)c(C)c2)n1	-2.2%	-0.7%	4.6%	-14.5%	7.7%	-10.9
CC(C)CN(C(=O)CSc1nncs1)c1c(N)n(CC(C)C)c(=O)[nH]c1=O	2.3%	-14.3%	-8.1%	-0.9%	18.7%	-26.6
Cc1ccc(S(=O)(=O)N(C)CC(=O)Nc2ccncc2)cc1	1.4%	0.9%	1.9%	-16.6%	?	-32.0
COC(=O)c1cc2occc2n1CC(=O)Nc1cc(OC)cc(OC)c1	-5.2%	-26.0%	5.9%	-15.6%	2.8%	-39.8
O=C1c2ccccc2-c2onc3ccc(N4CCCC4)c1c23	?	17.8µM*	0.6%	104.6%[activator]	-15.4%	?
CN(C)S(=O)(=O)c1ccc(Oc2ccc(S(=O)(=O)N(C)C)cc2)cc1	2.0%	4.0%	-1.7%	17.8%	11.2µM*	/

Part of the list above in order of length of the SMILES, rising:
SMILES	FBPA Giardia inh	Sm TGR block	AmpC detergent	AmpC inh no detg	HCV inhibitor	HCMV inh
O=C(O)c1ccc(S(=O)(=O)NCC2CCCCC2)cc1	5.9%	0.4%	-9.4%	-10.4%	10.2%	-12.2
Nc1nonc1-c1nc2ccccc2n1Cc1c(Cl)cccc1Cl	/	-17.7%	5.0%	/	/	28.7
CCN(CC)C(=O)CC(c1cc(OC)c(OC)c(OC)c1)c1c(OC)cc(OC)c2c(-c3ccccc3)cc(=O)oc12 (stereo unspecified)	-12.3%&-6.3%	-18.5%	-1.2%	209.7%[activator]	?	?

(more compounds)
SMILES	FBPA Giardia inh	Sm TGR block	AmpC detergent	AmpC inh no detg	HCV inhibitor	HCMV inh
CC(=O)Nc1ccc(C(=O)N/N=C/c2cccnc2)cc1	2.3%	2.1%	?	-16.2%	3.2%	39.4
Cc1noc(C)c1COc1ccc(C(=O)OCC(=O)NCc2ccccc2Cl)cc1	1.5%	-7.9%	?	-45.3%	-13.6%	-21.5
CSCCC(C(=O)OCC(=O)c1ccc(C)c(C)c1)N1C(=O)c2ccccc2C1=O (stereo unspecified)	-3.7%	-15.7%	-15.2%	-25.0%	-5.3%	31.2
CCn1c(=S)ccc2ccc(OC)cc21	-12.3%	-6.3%	-4.1%	-12.9%	?	124.1
CCN(C(=O)CN1C(=O)NC2(CCc3ccccc32)C1=O)C1CCS(=O)(=O)C1 (stereo unspecified)	/	-1.0%	-7.1%	-40.3%	-1.5%	-0.4
C=CCN(CC=C)S(=O)(=O)c1ccc(C(=O)Nc2nnc(CSC)o2)cc1	?	16.1%	-17.5%	-36.5%	?	-32.1
c1ccc(Nc2nc(-c3cccnc3)cs2)nc1	0.1%	5.4%	-2.1%	-17.8%	?	96.0
COc1cc(/C=C/C(=O)OCC(=O)N2CCCc3ccccc32)ccc1OC(F)F	/	-12.3%	0.0%	-4.1%	10.7%	19.8
CC(C)CC1NC(=O)N(CC(=O)N2CCN(S(=O)(=O)c3ccccc3)CC2)C1=O (stereo unspecified)	2.7%	-20.2%	-1.5%	-10.0%	-0.7%	-19.2
CCOC(=O)c1c(C)[nH]c(C(=O)NCc2ccco2)c1C	3.0%	2.3%	7.9%	-28.8%	/	/
Cc1cc(F)ccc1S(=O)(=O)N1CCCOC1CNC(=O)C(=O)NC1CCCCC1 (stereo unspecified)	/	0.0%	1.6%	-1.4%	-5.4%	21.3
CC(C)c1ccc(OCC(=O)Nc2ccc(S(=O)(=O)Nc3ncccn3)cc2)cc1	/	20.8%	9.1%	/	/	6.0
CSc1ccc(CCNC(=O)c2cc3n(n2)CCCN(Cc2ccc(C)cc2)C3=O)cc1	/	7.1%	-1.8%	/	/	-20.2
Cc1cc(NC(=O)CSc2nc3c([nH]c4ccccc43)c(=O)n2-c2cccc(Cl)c2)no1	/	-1.0%	-7.1%	/	/	33.7
Cc1ccc(-c2nn3c(=O)cc(CN4CCN(C(=O)Nc5cccc(C(F)(F)F)c5)CC4)nc3s2)cc1	/	8.5%	1.2%	/	/	10.5
COc1ccc(OC)c(C(=O)NC(CC(N)=O)c2ccc(N3CCC(Cc4ccccc4)CC3)c([N+](=O)[O-])c2)c1 (stereo unspecified)	6.3%	-23.8%	-9.1%	6.6%	-6.8%	31.5
O=C1CN(c2ccccc2)C(=S)N1c1ccccc1	3.5%	0.3%	-13.0%	-35.7%	-3.1%	-10.8
CCOc1ccccc1NC(=O)Cc1coc2cc(C)ccc12	2.3%	-1.2%	-2.4%	-10.3%	-23.0%	-25.7
CC(=C/c1ccc(C(C)C)cc1)/C=N/NC(=O)Cn1nnnc1N	0.9%	4.8%	3.1%	-24.8%	10.8%	90.8
CC(C)(C)Nc1nc(Cl)nc(N(C#N)CN2C(=O)c3ccccc3S2(=O)=O)n1	1.9%	15.4%	-6.3%	-8.8%	5.3%	-0.5

Quoted at random: six entries already listed, in no set order.
SMILES	FBPA Giardia inh	Sm TGR block	AmpC detergent	AmpC inh no detg	HCV inhibitor	HCMV inh
c1ccc(Nc2nc(-c3cccnc3)cs2)nc1	0.1%	5.4%	-2.1%	-17.8%	?	96.0
CC(C)(C)Nc1nc(Cl)nc(N(C#N)CN2C(=O)c3ccccc3S2(=O)=O)n1	1.9%	15.4%	-6.3%	-8.8%	5.3%	-0.5
CCOC(=O)c1c(C)[nH]c(C(=O)NCc2ccco2)c1C	3.0%	2.3%	7.9%	-28.8%	/	/
CCOc1ccccc1NC(=O)Cc1coc2cc(C)ccc12	2.3%	-1.2%	-2.4%	-10.3%	-23.0%	-25.7
O=C1CN(c2ccccc2)C(=S)N1c1ccccc1	3.5%	0.3%	-13.0%	-35.7%	-3.1%	-10.8
CC(C)c1ccc(OCC(=O)Nc2ccc(S(=O)(=O)Nc3ncccn3)cc2)cc1	/	20.8%	9.1%	/	/	6.0

Continued.
SMILES	FBPA Giardia inh	Sm TGR block	AmpC detergent	AmpC inh no detg	HCV inhibitor	HCMV inh
CN(C)Cc1nc2ccccc2c(=O)n1Cc1nc(-c2cccc([N+](=O)[O-])c2)cs1	-4.6%	2.0%	4.3%	20.1%	11.2µM*	44.0
CN(Cc1cccs1)C(=O)c1cc(S(=O)(=O)N2CCOCC2)ccc1N1CCCC1	/	?	-7.4%	-9.2%	2.8%	-34.0
COc1ccc(Cl)cc1NC(=O)CSc1nc(Nc2ccccc2)nc(N2CCOCC2)n1	2.1%	-22.3%	0.2%	2.7%	11.2µM*	-16.8
CC(NC(=O)CSc1nnc2n1CCCCC2)c1ccccc1Cl (stereo unspecified)	/	-3.9%	-15.4%	-11.1%	1.0%	14.9
Cc1ccc(C(=O)Nc2ccc(N3CCN(C(=O)c4ccco4)CC3)cc2)cc1	-9.3%	1.4%[57.1 µM]	-2.4%	0.6%	-2.7%	42.6
Cc1cn2c(nc(=O)c3cccnc32)s1	0.5%	-0.1%	?	-17.9%	38.4%[activator]	-17.2
CCN(CC)CCCNc1oc(/C=C/c2ccc(OC)c(OC)c2)nc1C#N	/	-0.3%	17.3%	/	/	?
S=C(Nc1cccnc1)N1CCCCC1	1.2%	4.1%	-0.4%	-18.5%	31.4%[activator]	-32.1
CC(=O)c1sc(-c2ccc(F)cc2)cc1NS(=O)(=O)c1ccc(C)cc1	11.1%	-0.5%	6.3%	-25.2%	?	-19.9
COc1ccc(C(=O)CSc2nnc(-c3cc(C)on3)o2)cc1	8.1%	-1.1%	1.4%	-24.2%	0.1%	-14.2
O=C(Nc1nnc(-c2ccccc2)o1)C1CCCCC1	4.2%	-0.2%	?	-5.5%	7.6%	93.5
COc1ccc(Nc2sc(C(=O)c3ccccc3)c(N)c2C(=O)Nc2cc(C)ccc2C)c(OC)c1	/	-1.7%	-3.8%	/	/	-74.1*
CCCN(CCC)CCNC(=O)C1c2ccccc2C(=O)N2CCc3ccccc3C12 (stereo unspecified)	4.9%	6.6%	7.7%	-16.1%	9.2%	0.0
O=C(O)CCn1c(=O)sc2ccccc21	-6.1%[12.9 µM]	19.6%	-10.1%	-1.6%	16.1%	-4.7
CCc1ccc2[nH]c(=O)c(CN(Cc3nnnn3C3CCCC3)C3CCCCC3)cc2c1	0.1%	0.0%	-16.8%	-6.0%	-23.0%	?
Cc1ccc(-n2c(=O)c3c(c4cc(C)ccc4n3C)n(CC(=O)N3CCCC3)c2=O)cc1	/	1.0%	3.7%	/	/	10.6
